GPR7 antag = antagonists of human GPR7 (neuropeptides B/W receptor 1); 290,000 compounds, 1.1% hits; GPR7-expressing cells, fluorescence antagonist assay; AID 1861; inhibition, % at 4.4 µM; P48145; in the data active means inhibition above about 16%, passing the limit was not always enough;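 further: cells stimulated with the agonist NPW; 0% = agonist with vehicle and 100% = vehicle without agonist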
Target sequence (P48145 whole entry, looked up): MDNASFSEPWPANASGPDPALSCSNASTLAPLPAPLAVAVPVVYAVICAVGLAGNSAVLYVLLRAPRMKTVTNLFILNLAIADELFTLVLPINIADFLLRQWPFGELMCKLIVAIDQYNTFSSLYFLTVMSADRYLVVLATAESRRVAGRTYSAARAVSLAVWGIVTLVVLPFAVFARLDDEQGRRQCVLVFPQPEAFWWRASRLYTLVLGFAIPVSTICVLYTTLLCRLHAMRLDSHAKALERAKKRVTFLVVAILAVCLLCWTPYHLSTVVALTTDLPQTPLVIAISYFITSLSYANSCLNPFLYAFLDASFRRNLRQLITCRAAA
NALP1 yeast inh = inhibitors of NALP1 inflammasome in yeast; S. cerevisiae NALP1/ASC/caspase-1 growth, X-gal OD620, 72 h; inhibition, % at 10 µM; 280,000 compounds, 0.61% hits; AID 2071; in the data active means inhibition mostly above about 24%, no sharp cut-off; inactive means mostly below about 32%; further: some compounds called inactive have numbers as strong as hits
DNA FID counter = displaces DNA intercalator in HCV helicase counter-screen | DNA fluorescent intercalator displacement, fluorescence | inhibition, % at 7.9 µM | 290,000 compounds, 0.17% hits | AID 1845; in the data active means inhibition above about 37%;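 further: 0% = vehicle and 100% = reference compound; higher means more ethidium bromide displaced from hairpin DNA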
MEKK2 WT-MEK5 = raises or lowers MEK5 binding to wildtype human MEKK2 PB1 domain; binding response (% of control), % at 10 µM; bead flow cytometry, Alexa488-MEK5 binding to MEKK2 WT; actives lie on both sides; 290,000 compounds, 1.1% hits; Q9Y2U5; AID 1531; in the data active means binding response below about 67% or above about 130%
MEKK3 PB1 HTS = raises or lowers MEK5 binding to the human MEKK3 PB1 domain; bead-based flow cytometry, Alexa488-MEK5 binding to MEKK3; actives lie on both sides; 0 = blocked by unlabeled MEK5, 100 = vehicle; 290,000 compounds, 1.4% hits; binding response (% of control), % at 10 µM; Q99759;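 active means binding response more than 3 SD above or below the average of its plate-row segment, actives on both sides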;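 further: Alexa488 bead fluorescence after subtracting the streptavidin-only scavenger bead signal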
OXTR agonist = human OXTR agonism; AID 2435; CHO-OTR cells, Fluo-8 calcium fluorescence; normalized: DMSO 0%, oxytocin 100%; activation, % at 3 µM; 320,000 compounds, 0.32% hits;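 active means activation above the mean of all tested compounds plus 3 SD, cutoff set per screening run, cut at about 20% in these data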;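 further: peak over basal fluorescence ratio from a 100 s FLIPR kinetic read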
Target sequence (P30559 whole entry, looked up): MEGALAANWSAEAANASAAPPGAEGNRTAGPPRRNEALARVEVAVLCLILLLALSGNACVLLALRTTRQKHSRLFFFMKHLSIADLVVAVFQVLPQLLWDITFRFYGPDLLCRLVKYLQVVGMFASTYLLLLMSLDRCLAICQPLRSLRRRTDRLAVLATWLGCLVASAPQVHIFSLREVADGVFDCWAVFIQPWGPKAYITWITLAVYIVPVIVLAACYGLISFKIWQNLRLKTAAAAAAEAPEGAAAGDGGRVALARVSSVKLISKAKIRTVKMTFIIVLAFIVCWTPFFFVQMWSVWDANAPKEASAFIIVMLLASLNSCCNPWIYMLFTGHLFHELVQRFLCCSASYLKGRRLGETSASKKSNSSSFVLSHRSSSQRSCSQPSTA
PHOSPHO1 inh = blocks human PHOSPHO1 phosphatase activity; Q8TCT1; recombinant PHOSPHO1, absorbance phosphatase assay; inhibition, % at 13.3 µM; 290,000 compounds, 1.1% hits; AID 1565; in the data active means inhibition above about 60%
Target sequence (Q8TCT1 whole entry, looked up): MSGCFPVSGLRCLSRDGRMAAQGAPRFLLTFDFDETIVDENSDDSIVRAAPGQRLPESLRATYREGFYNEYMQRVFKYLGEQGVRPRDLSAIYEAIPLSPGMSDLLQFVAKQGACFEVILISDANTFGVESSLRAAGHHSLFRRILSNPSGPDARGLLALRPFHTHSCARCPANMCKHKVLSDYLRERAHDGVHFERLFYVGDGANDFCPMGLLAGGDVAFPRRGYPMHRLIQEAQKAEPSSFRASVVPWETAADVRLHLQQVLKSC
MEKK2 mut-MEK5 = signal of MEK5 binding to mutant human MEKK2 PB1 domain; percent response, % at 10 µM; 290,000 compounds, 0.35% hits; bead flow cytometry, Alexa488-MEK5 binding to MEKK2 mutant; in the data active means percent response above about 24%, passing the limit was not always enough; further: inactives centre near 1; some results filed as inactive read as strong as hits; reference of the scale not given here
M18AAP inhibitor = PfM18AAP enzyme inhibition. inhibition, % at 7.35 µM. 290,000 compounds, 1.2% hits. recombinant PfM18AAP, H-Glu-NHMec fluorogenic cleavage;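 active means inhibition above the campaign mean inhibition over all tested compounds plus 3 SD, cut at about 28% in these data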;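 further: 0% = plate median of test compound wells and 100% = 2 mM ZnCl2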
Numbers without * were called inactive; . = not tested or not shown; [ ] = another dose, or the depositor's remark.

SMILES	GPR7 antag	NALP1 yeast inh	DNA FID counter	MEKK2 WT-MEK5	MEKK3 PB1 HTS	OXTR agonist	PHOSPHO1 inh	MEKK2 mut-MEK5	M18AAP inhibitor
Cc1cc2[nH]c(=O)c(=O)[nH]c2cc1S(=O)(=O)Nc1cccc(F)c1	-7	15	-2	101	96	-0.5	-40	-2	6
CCn1nc(C)cc1C(=O)N1CCCC(C(=O)c2ccc(OC)cc2C)C1 (stereo not given)	4	38	-35	93	94	0.6	55	-13	5
O=C(N1CCCCC1)C1(c2ccccc2)CCOCC1	0	3	-4	108	106	-0.1	-10	7	-10
O=C(CC12CC3CC(CC(C3)C1)C2)NC(=S)Nc1ccc(CN2CCOCC2)cc1	-8	8	-3	112	100	-0.8	47	3	2
Cc1ccc(CCNC(=O)CCS(=O)(=O)c2ccc3nc(C)sc3c2)cc1	5	8	-27	100	98	-0.9	28	-1	13
COc1ccc(CNC(=O)C2CCN(C(=O)[C@@H](CC(C)C)NC(=O)OC(C)(C)C)CC2)cc1	-6	-4	-31	103	90	.	4	2	-3
O=C(NCc1ccccn1)c1ccc(Cn2c(=S)[nH]c3ccccc3c2=O)cc1	-3	-5	-14	98	106	0.5	-11	-4	6
CC(C)CCNC(=O)CN(Cc1ccccc1)C(=O)CCC(=O)Nc1nccs1	3	14	-36	106	101	0.7	28	1	-3
O=C(NCc1ccc(OC(F)(F)F)cc1)C1CC(c2ccccc2C(F)(F)F)=NO1 (stereo not given)	.	.	.	91	94	-0.7	13	3	.
N#CCSCC(=O)Nc1ccccc1	-18	6	-2	95	95	0.7	-21	-5	4
O=C(NNC(=O)C1CC1c1ccccc1)Nc1ccccc1 (stereo not given)	6	13	-2	105	109	-0.5	6	4	22
Cc1ccc(Cn2cccc(NC(=O)NCc3ccccc3)c2=O)cc1	-5	-2	-14	103	106	0.0	44	3	0

Ordered by the number under PHOSPHO1 inh (lowest first): 5 of the compounds above
SMILES,PHOSPHO1 inh
O=C(N1CCCCC1)C1(c2ccccc2)CCOCC1,-10
COc1ccc(CNC(=O)C2CCN(C(=O)[C@@H](CC(C)C)NC(=O)OC(C)(C)C)CC2)cc1,4
O=C(NNC(=O)C1CC1c1ccccc1)Nc1ccccc1 (stereo not given),6
Cc1ccc(Cn2cccc(NC(=O)NCc3ccccc3)c2=O)cc1,44
O=C(CC12CC3CC(CC(C3)C1)C2)NC(=S)Nc1ccc(CN2CCOCC2)cc1,47

(next part)
SMILES	GPR7 antag	NALP1 yeast inh	DNA FID counter	MEKK2 WT-MEK5	MEKK3 PB1 HTS	OXTR agonist	PHOSPHO1 inh	MEKK2 mut-MEK5	M18AAP inhibitor
O=C(c1ccc(F)cc1)N1CCC(N2CCCCCC2)CC1	-11	17	6	115	106	0.6	32	4	-7
CC(=O)Nc1ccc(OS(=O)(=O)c2ccc([N+](=O)[O-])cc2)cc1	-2	6	16	100	105	0.4	48	-11	4
COC(=O)C1=C(C)OC(N)=C(C#N)C1c1ccccc1 (stereo not given)	-5	26	0	103	107	-1.4	-53	1	0
Cc1cc(Cl)cc(Cl)c1CNc1c([N+](=O)[O-])c(=O)oc2ccccc12	-6	8	-1	106	101	0.1	-7	0	0
Cc1ccc(OCC(=O)NS(=O)(=O)c2ccc(Cl)cc2)cc1	7	10	-30	109	107	0.0	33	8	2
C/C(=N\NC(=O)CN(c1ccccc1Br)S(C)(=O)=O)c1cccs1	2	10	1	101	108	2.0	22	-2	7
CCCCCC(=O)Nc1ccc(N2CCN(S(C)(=O)=O)CC2)cc1	-8	17	-3	87	83	0.4	55	1	-1
N=c1oc2cc(O)ccc2cc1C(=O)Nc1nc2ccccc2s1	-4	10	2	91	96	0.8	-15	11	10
C/C(CC(=O)Nc1cc(Cl)ccc1C)=N\NC(=O)C(=O)N1CCCC1	12	-25	-28	101	103	-0.6	7	3	4
COc1ccc(OCC(=O)N(Cc2sccc2C)C2CCS(=O)(=O)C2)cc1 (stereo not given)	-7	0	-38	101	99	1.9	32	1	0
Nc1cccc(C(=O)OCC(=O)Nc2cccc3c2C(=O)c2ccccc2C3=O)c1	-8	44	0	104	103	-0.2	-2	-1	-2
Cc1ccc(S(=O)(=O)N2CCC(C(=O)N/N=C/c3ccccc3[N+](=O)[O-])CC2)cc1	-4	28	-7	107	108	-1.2	6	3	5
NS(=O)(=O)c1ccc(-n2nncc2C23CC4CC(CC(C4)C2)C3)cc1	13	0	-23	95	98	3.8	-8	2	7
C/C(Cc1ccccc1)=N\NC(=O)CNC(=O)Cc1ccccc1	-10	-4	-14	91	94	-0.4	20	-12	-12
Nc1n[nH]c(N)c1N=Nc1ccc(F)cc1	-1	-1	-1	109	119	-0.3	24	-2	-8
O=c1c2ccccc2nc2n1C(CSCc1ccc(Cl)cc1Cl)CS2 (stereo not given)	-9	-2	-8	97	102	2.6	3	2	-2
CCOC(=O)C1=C(O)/C(=C/c2ccc(OCC(=O)O)c(OC)c2)SC1=Nc1ccc(OC)cc1	-9	-2	-24	110	113	-2.5	-4	5	-3
COc1ccc(C(C(=O)NC2CCCC2)N(C(=O)c2ccoc2C)c2ccc(C)c(C)c2)cc1 (stereo not given)	3	14	-22	106	117	-2.1	-4	-1	-1
CC(C)c1nnc(NC(=O)C2CCN(C(=O)Nc3ccccc3)CC2)s1	-10	16	-32	103	101	0.2	23	6	-8
CC(=O)Nc1c(O)nc(SCc2ccccc2C#N)[nH]c1=O	0	-24	-2	104	105	-0.9	-20	-2	4
Cc1ccc(-c2nnn(CC(=O)NC3CCN(Cc4ccccc4)CC3)n2)cc1	-15	24	2	111	71*[inhibitor]	3.2	-6	1	1
Cn1c(=O)n(C)c2cc(S(=O)(=O)NCC(=O)O)ccc21	2	7	0	95	93	-0.3	11	-6	-3
C/C(=N/NS(=O)(=O)c1cc(C)ccc1C)c1ccncc1	0	16	-14	102	100	1.0	51	6	31*
O=C(OCc1nnc(-c2ccccc2)o1)c1ccc(S(=O)(=O)NCc2ccco2)cc1	-3	.	-27	107	108	3.3	23	10	-1
NC(=O)COC(=O)c1c2c(nc3ccccc13)CCCCC2	-14	-3	0	96	99	-0.6	1	-2	-4
Cc1ccc(S(=O)(=O)N2CCCC(C(=O)NC3CCCC3)C2)cc1 (stereo not given)	-8	3	-19	98	99	1.7	31	3	4
COc1ccccc1N1CCN(C2CCCN(C(=O)CCc3cnn(C)c3)C2)CC1 (stereo not given)	-15	13	-19	105	100	-1.2	53	5	2
O=S(=O)(c1cccs1)n1nnc2ccccc21	-4	2	-3	103	105	-0.3	-5	3	6
O=C1c2ccccc2CN1Cc1ccccc1	3	-6	-8	97	94	-0.6	24	0	-3
O=C(Nc1nc2ccccc2c2nc3ccccc3n12)c1ccc(F)cc1	-8	18	-7	88	82	-0.8	-4	-3	7
C=CCn1c(P(=O)(O)c2ccccc2)nc2ccccc21	16	12	-2	115	119	-0.8	19	4	2
CCCC(=O)N1CCN(c2ccc(NC(=O)c3cc4ccccc4o3)cc2)CC1	0	.	-5	96	99	2.1	-6	1	2
CC12CCC(C(=O)Nc3ccc(Br)cn3)(OC1=O)C2(C)C (stereo not given)	-10	-1	-10	89	99	-1.3	39	-3	1
O=C(Nc1ccc(Oc2nnc(-c3ccccc3)c3ccccc23)cc1)c1ccccc1	-2	11	-5	97	108	-1.4	3	3	-4
Fc1ccccc1-c1[nH]ncc1-c1nnnn1-c1ccccc1	-10	-3	-1	91	92	2.0	46	-16	-9
CCc1ccc2nc(NC(=O)CSCc3c(C)noc3C)sc2c1	-6	-65	-14	103	113	1.5	-1	3	1
O=C1C(C=NCc2ccncc2)=C(O)c2ccccc21	1	14	-3	97	98	0.2	0	5	-5
O=C(CSc1nnc(Cn2nnc3ccccc32)o1)N(Cc1ccc(Cl)cc1)c1ccccc1	14	17	-21	101	103	13	-27	3	0
O=C1N/C(=C/c2cccn2-c2ccc(F)cc2)C(=O)N1Cc1ccccc1	6	12	-11	103	102	1.3	23	4	-3
Cc1c(OCC(=O)NCC2CCC(C(=O)O)CC2)ccc2c3c(c(=O)oc12)CCC3 (stereo not given)	-10	7	-42	101	103	0.4	8	3	4
O=C(NCC1CCCO1)c1ccc2c3n(nc2c1)-c1ccccc1CO3 (stereo not given)	.	11	.	105	102	-1.9	40	7	.
O=c1c(Cc2ccc(F)cc2)c(O)ccn1CCc1cnc[nH]1	0	-12	-2	93	97	1.1	42	-7	-10
C=C(C)COc1ccc(-c2nc(N)ncc2-c2ccc(Cl)cc2)c(O)c1	-38	7	-11	103	105	-2.0	.	4	4
C[C@@H](C(=O)NCCc1ccc(F)cc1)N1C(=O)N2CCc3c([nH]c4ccccc34)[C@@]2(C)C1=O	18	2	-36	98	103	1.9	8	0	-10
O=C(O)CCCCCNC(=O)c1ccc(Br)cc1	-2	3	0	103	101	0.1	20	3	-6
COc1ccc(C2N(S(=O)(=O)c3ccccc3)CCN2S(=O)(=O)c2ccc(C)cc2)cc1 (stereo not given)	-6	29	-16	91	89	0.2	4	-3	-4
N/C(=N\OC(=O)CC(c1ccccc1)c1ccccc1)c1cccnc1	-1	-2	-25	105	104	-1.9	50	2	0
COc1cc(/C(C#N)=C/c2ccccc2)c([N+](=O)[O-])cc1OC	-3	32	1	97	97	-0.5	0	-3	10

One compound at a time (already shown).
O=C1N/C(=C/c2cccn2-c2ccc(F)cc2)C(=O)N1Cc1ccccc1 is listed with GPR7 antag: 6; NALP1 yeast inh: 12; DNA FID counter: -11; MEKK2 WT-MEK5: 103; MEKK3 PB1 HTS: 102; OXTR agonist: 1.3; PHOSPHO1 inh: 23; MEKK2 mut-MEK5: 4; M18AAP inhibitor: -3
O=C1C(C=NCc2ccncc2)=C(O)c2ccccc21 is listed with GPR7 antag: 1; NALP1 yeast inh: 14; DNA FID counter: -3; MEKK2 WT-MEK5: 97; MEKK3 PB1 HTS: 98; OXTR agonist: 0.2; PHOSPHO1 inh: 0; MEKK2 mut-MEK5: 5; M18AAP inhibitor: -5

Next section.
SMILES	GPR7 antag	NALP1 yeast inh	DNA FID counter	MEKK2 WT-MEK5	MEKK3 PB1 HTS	OXTR agonist	PHOSPHO1 inh	MEKK2 mut-MEK5	M18AAP inhibitor
Cc1cc(=O)oc2cc(OCC(=O)NCc3ccco3)ccc12	-15	1	94*	98	116	0.5	-1	3	-5
CCOc1ccccc1C(=O)N1CCN(c2ccc(C(F)(F)F)cn2)CC1	3	-10	-25	96	97	6.4	48	-5	9
COc1ccc(NC(=O)N2CCCC2C(=O)NCc2ccc(C)cc2)cc1 (stereo not given)	-9	5	-5	114	73*[inhibitor]	-0.2	-1	62*	-17
Cc1ccc(/C=C/C(=O)c2ccc(N3CCOCC3)cc2)s1	0	17	-23	69	93	0.6	0	-21	-10
Cc1ccc(NC2=C(N3CCCCC3)C(=O)c3ccccc3C2=O)cc1	1	-2	-1	96	95	-1.2	21	-1	-3
CCOC(=O)c1csc(NC(=O)c2cc(=O)c3ccccc3o2)n1	-3	-14	-2	95	101	-0.3	47	-5	-12
CCOC(=O)c1[nH]c(C=O)c(C(=O)OCC)c1C	-1	-1	7	98	109	-2.0	-1	-10	5
O=C1/C(=C/c2cccs2)CCC/C1=C\c1cccs1	-2	12	-20	109	102	0.0	43	8	27
CC1CN(c2ccccc2)NC1=O (stereo not given)	-1	3	2	98	101	0.8	-7	-3	-9
C/C(=N/NC(=O)CNC(=O)c1cccnc1)c1ccco1	0	12	-3	96	95	0.3	21	-7	3
CCOc1ccc(OCc2cccc(C(=O)O)c2)cc1	.	17	.	96	94	1.2	-18	-5	.
O=C(/C=C/c1ccc2c(c1)OCO2)Nc1ccc(Cl)cn1	7	-3	-4	96	103	-0.9	21	-1	-4
COc1cc(CN2CCCCC2C(=O)Nc2ccc(Oc3ccccc3)nc2)ccc1O (stereo not given)	0	8	16	103	97	2.8	-33	5	6
O=C(NCC(c1cccnc1)N1CCN(c2ccc(F)cc2)CC1)c1cccc(Cl)c1 (stereo not given)	1	11	-24	100	99	1.8	38	-3	0
O=C(Nc1ccc(Cl)cc1)N1CCC(CO)(Cc2ccccc2)CC1	-3	1	-6	96	103	-1.7	24	-13	2

Compound activity as filed in PubChem BioAssay.
